SSB-PriA inh: K. pneumoniae PriA-SSBct interaction inhibition | inhibition, % at 33 µM | AID 1272365 | AlphaScreen SSBct-PriA binding, biotinylated peptide | hit rate 0.6% among 430,000; in the data active = inhibition mostly above about 37%, no sharp cut-off; inactive = mostly below about 20%;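 also: plate controls were negative control peptide for no effect and reference peptide for full effect; strong numbers were not always called active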
Vc quorum ag: inducers of Vibrio cholerae quorum light production without autoinducers | V. cholerae BH1578 lux reporter, luminescence, 6 h | activation, % at 18.7 µM | hit rate 0.16% among 350,000 | AID 588436; in the data active = activation mostly above about 9.7%, no sharp cut-off; also: not every result past the cut was called active; inactives centre near 0; reference of the scale not given here
MazF activator: increases E. coli MazEF RNase cleavage of RNA; AID 504720; FAM/BHQ RNA-DNA oligo cleavage fluorescence, 5 h; P0AE70; activation, % at 20 µM; hit rate 0.32% among 350,000; in the data active = activation above about 50%
Target sequence (P0AE70 whole entry, looked up): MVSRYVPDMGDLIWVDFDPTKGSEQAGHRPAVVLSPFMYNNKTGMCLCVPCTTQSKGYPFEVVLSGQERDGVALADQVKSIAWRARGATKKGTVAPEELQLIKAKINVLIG
TcdB inh: inhibitors of Clostridioides difficile toxin B glycohydrolase. P18177. TcdB glycohydrolase enzymatic assay, plate reader. inhibition, % at 9.99 µM. hit rate 0.24% among 350,000; in the data active = inhibition above about 10%
DUSP3 inh: inhibitors of human VHR1 phosphatase (DUSP3); hit rate 0.52% among 290,000; AID 1654; recombinant VHR phosphatase, pNPP absorbance; inhibition, % at 13.3 µM; in the data active = inhibition above about 50%; also: some compounds called inactive have numbers as strong as hits
Target sequence (P51452 whole entry, looked up): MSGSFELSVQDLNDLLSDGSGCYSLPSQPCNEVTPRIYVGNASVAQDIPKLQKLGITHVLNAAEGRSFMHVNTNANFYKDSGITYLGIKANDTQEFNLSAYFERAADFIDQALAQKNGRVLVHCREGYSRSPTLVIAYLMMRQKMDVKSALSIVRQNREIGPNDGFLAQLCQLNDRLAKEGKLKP
Anthrax LF prot: inhibitors of Bacillus anthracis lethal factor protease | hit rate 0.12% among 360,000 | inhibition, % at 10 µM | multiplex microsphere protease cleavage assay, LF; in the data active = inhibition above about 30%; also: plate controls were buffer without enzyme for full effect and enzyme alone for no effect
PfHsp40 yeast: compounds rescuing yeast from Plasmodium falciparum HSP40 toxicity; growth rescue, % at 12.5 µM; AID 504582; hit rate 0.68% among 340,000; S. cerevisiae expressing PfHsp40, growth rescue, ATP luminescence; in the data active = growth rescue above about 28%, passing the limit was not always enough;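 also: yeast W303a lacking pdr1 and pdr3 grown in galactose medium; growth measured after three days at 30 °C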
Yp Topo-I inh: Y. pestis Topo-I inhibition via cleavage products; Y. pestis Topo-I cleavage product accumulation, plate reader; activity, % at 10 µM; hit rate 0.064% among 360,000; in the data active = activity above about 50%, passing the limit was not always enough; also: inactives centre near 2
Rv3671c inh: Rv3671c (M. tuberculosis) protease inhibition. P9WHR9. inhibition, % at 5.96 µM. hit rate 0.048% among 320,000; in the data active = inhibition above about 38%;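 also: extracellular domain of Rv3671c used as enzyme; 0% = enzyme with DMSO and 100% = no enzyme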
Target sequence (P9WHR9 whole entry, looked up, the tested form may be a part): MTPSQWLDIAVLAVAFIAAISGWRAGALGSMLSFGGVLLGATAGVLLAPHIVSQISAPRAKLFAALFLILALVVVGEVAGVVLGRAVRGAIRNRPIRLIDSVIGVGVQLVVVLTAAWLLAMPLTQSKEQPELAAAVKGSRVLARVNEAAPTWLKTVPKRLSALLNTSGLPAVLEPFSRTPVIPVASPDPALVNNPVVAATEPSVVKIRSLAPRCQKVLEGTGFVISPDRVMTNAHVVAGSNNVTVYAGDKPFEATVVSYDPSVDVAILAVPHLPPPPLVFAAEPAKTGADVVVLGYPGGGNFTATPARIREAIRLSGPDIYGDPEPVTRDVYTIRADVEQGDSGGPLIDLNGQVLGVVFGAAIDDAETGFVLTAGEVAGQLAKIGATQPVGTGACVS
3CLpro inhibitor: SARS-CoV 3CLpro protease inhibition; AID 1706; inhibition, % at 6 µM; P0C6X7; hit rate 0.14% among 290,000; recombinant SARS-CoV 3CLpro, quenched FRET peptide cleavage; in the data active = inhibition above about 12%
* = called active by the depositor; i = inactive; x = no result given; & = joins results of further samples.

SMILES	SSB-PriA inh	Vc quorum ag	MazF activator	TcdB inh	DUSP3 inh	Anthrax LF prot	PfHsp40 yeast	Yp Topo-I inh	Rv3671c inh	3CLpro inhibitor
CN(C)C(CNC(=O)C1CC(=O)N(Cc2ccccc2)C1)c1ccccc1 (stereo unspecified)	-8	-1.0	4	0.9	x	-5	0.6	-6	-1	x
O=C(NOC(=O)c1ccccc1Cl)c1cccs1	-6	-0.7	-3	x	-2	-2	0.0	-3	7	1
O=C(c1ccc(F)cc1)C1CCN(C(=O)Nc2ccc(F)cc2F)CC1	-6	-0.8	2	0.8	12	0	0.4	-1	-2	1
COc1ccc(NC(=O)CC(C(=O)O)N2CCCCC2)cc1 (stereo unspecified)	-1	i	12	x	-33	-3	0.4	-6	-1	3
CCOC(=O)CSc1nc2c(c(=O)[nH]c(=O)n2C)n1C/C=C(/C)Cl	-17	-0.7	-14	x	21	-3	-0.8	8	-3	-4
CCOC(=O)N1CCN(c2ncnc3scc(-c4ccccc4)c23)CC1	-2	i	-6	-0.3	x	-2	-0.9	4	3	5
CC1Cc2cc(/C(O)=C3/C(=O)C(=O)N(CCCn4ccnc4)C3c3cccc([N+](=O)[O-])c3)ccc2O1 (stereo unspecified)	x	i	9	0.4	-18	0	-3.1	2	3	-2
Cc1ccc(N=C2NC(=O)C(CO)(CO)S2)cc1	4	0.8	9	0.0	34	-18	-1.5	-3	-9	0
CC(C)CCN(CCC(C)C)C(=O)Cc1c(O)c2ccccc2[nH]c1=O	-4	i	3	0.4	8	-4	-0.4	-4	0	-3
Cc1nnc(NC(=O)C2CCN(S(=O)(=O)c3ccc(F)c(Cl)c3)CC2)o1	-2	-1.4	-10	2.0	x	1	-0.3	-2	x	x
COc1cc(C(=O)Nc2cccc(C)c2C)c(Br)c(OC)c1OC	6	i	1	1.6	24	0	-1.6	-3	1	1
COc1ccccc1NS(=O)(=O)c1cccc(C(=O)NCC(c2cccs2)N(C)C)c1 (stereo unspecified)	11	i	9	0.9	x	-4	0.4	8	x	x

Whole records as entered above. Order of screens: SSB-PriA inh, Vc quorum ag, MazF activator, TcdB inh, DUSP3 inh, Anthrax LF prot, PfHsp40 yeast, Yp Topo-I inh, Rv3671c inh, 3CLpro inhibitor
Record of O=C(c1ccc(F)cc1)C1CCN(C(=O)Nc2ccc(F)cc2F)CC1 → -6, -0.8, 2, 0.8, 12, 0, 0.4, -1, -2, 1
Record of O=C(NOC(=O)c1ccccc1Cl)c1cccs1 → -6, -0.7, -3, x, -2, -2, 0.0, -3, 7, 1
Record of Cc1ccc(N=C2NC(=O)C(CO)(CO)S2)cc1 → 4, 0.8, 9, 0.0, 34, -18, -1.5, -3, -9, 0
Record of CCOC(=O)N1CCN(c2ncnc3scc(-c4ccccc4)c23)CC1 → -2, i, -6, -0.3, x, -2, -0.9, 4, 3, 5
Record of COc1ccc(NC(=O)CC(C(=O)O)N2CCCCC2)cc1 (stereo unspecified) → -1, i, 12, x, -33, -3, 0.4, -6, -1, 3

(listing goes on)
SMILES	SSB-PriA inh	Vc quorum ag	MazF activator	TcdB inh	DUSP3 inh	Anthrax LF prot	PfHsp40 yeast	Yp Topo-I inh	Rv3671c inh	3CLpro inhibitor
CCOC(=O)C1=C(CN2CCN(C(=O)c3ccco3)CC2)NC(=O)NC1c1ccc(Cl)cc1 (stereo unspecified)	-27	i	-5	-2.3	16	-1	-0.3	31	-12	4
CCNc1nc(NCC)nc(OCCOC(=O)c2ccccc2)n1	-19	-0.2	6	x	-10	-3	0.0	-2	-11	3
CCCCn1nnc(NC(=O)c2ccco2)n1	-13	x	-1	x	-1	0	0.5	1	-2	2
COc1ccc(OC)c(NC(=O)CSC2=C(C#N)C(c3ccco3)C3=C(CCCC3=O)N2)c1 (stereo unspecified)	-5	i	10	x	-15	-4	2.8	9	-9	0
Cn1c(=O)cc(C(=O)N/N=C/c2ccc(Cl)cc2)[nH]c1=O	i	i	3	-0.8	19	-6	x	6	9	-5
COc1ccc(CN2CC(C(=O)NCCCOC(C)C)CC2=O)cc1 (stereo unspecified)	-3	0.9	0	x	4	-7	1.5	0	2	-1
Nc1cc(C(=O)c2ccccc2)ccc1[N+](=O)[O-]	3	-0.6	12	2.2	26	-6	2.7	-16	9	-2
COc1ccc(/C=C/C(=O)O)cc1COc1cccc(C)c1	-5	-0.3	-1	x	1	1	-0.8	0	7	11
CCOC(=O)N1CCC(N2C(=O)c3ccc(C(=O)NCc4ccco4)cc3C2=O)CC1	-8	-0.3	10	0.6	-10	-9	0.3	0	5	-10
O=C(CN1C(=O)NC2(CCCCC2)C1=O)Nc1cc(C(F)(F)F)ccc1N1CCOCC1	-6	2.9	0	2.8	x	-3	-0.2	2	x	x
CC(=O)Nc1cnn(Cc2ccc(Br)cc2)c1	9	i	-1	x	5	-2	0.0	-10	-7	0
Cc1ccccc1COCCN1CCN(S(=O)(=O)c2ccccc2)CCC1=O	2	-0.8	6	0.4	14	-9	-0.2	11	8	x
Cc1cc(C)c(C(N)=O)c(SCC(=O)c2cc(C)n(-c3cc(C)on3)c2C)n1	7	5.2	6	-0.1	x	4	-1.9	4	2	x
C#CCOCC1CN(c2ccccc2)C(=O)O1 (stereo unspecified)	x	-1.4	4	-0.8	x	-2	x	1	x	x
CC[C@H]1c2[nH]c3ccccc3c2C[C@H]2C(=O)N(c3ccc(F)cc3)C(=O)N21	-15	-0.3	0	-5.2	x	-13	-1.6	-15	3	x
N/C(=N\OC(=O)CCCc1ccccc1)c1ccccn1	x	-0.3	-3	0.0	-1	0	-0.9	-4	-4	-2
COc1ccc(/C=C/C(=O)OCC(=O)NCc2cccs2)cc1OC	-11	i	6	-2.2	13	-4	-1.1	5	-2	2
Cn1c(N)c(S(=O)(=O)N2CCN(c3cccc(Cl)c3)CC2)c(=O)n(C)c1=O	5	5.9	1	1.9	41	0	1.0	-14	8	1
CCS(=O)(=O)Nc1ccc(C2=NN(C(=O)c3ccco3)C(c3cccs3)C2)cc1 (stereo unspecified)	-4	-1.3	2	1.2	14	-4	-0.3	3	-8	-4
COc1ccccc1NC(=O)CSc1nc2sc3c(c2c(=O)n1-c1ccccc1)CCN(C)C3	-7	-0.4	-12	2.6	9	0	0.3	19	-33	-6
CCOc1ccc(C2/C(=C(\O)c3ccc4c(c3)OCCO4)C(=O)C(=O)N2CCCN2CCOCC2)cc1OC (stereo unspecified)	x	-0.4	-2	3.8	8	-3	-0.3	1	1	6
COc1ccc(OCc2cc(C(=O)NC(C)Cc3cccnc3)no2)c(Cl)c1 (stereo unspecified)	-18	-0.3	1	0.6	2	-3	0.5	21	-1	-5
COC(=O)c1cn(-c2ccc(Cl)cc2)c(=O)c2ccccc12	-5	x	-5	x	-4	-6	0.8	3	5	4
CCc1cc2c(=O)c(-c3nc4ccccc4[nH]3)coc2cc1OC(=O)N1CCOCC1	-10&-7	-0.3	1	x	27	-3	-0.5	13	3	4
CN(c1ccc(O)cc1)c1nc(-c2cccnc2)cs1	3	-1.2	0	15*	4	-8	0.3	-8	9	-1
COc1cccc(CN2CCNC(=O)C2CC(=O)NCCn2nc(C)cc2C)c1OC (stereo unspecified)	3	2.3	6	1.0	-4	4	-0.9	2	11	0
O=C(O)Cn1nc(C(F)(F)F)c2c1CCCC2	-5	i	6	2.3	-7	-7	-0.8	8	0	2
O=C(CC12CC3CC(CC(C3)C1)C2)N1CCOCC1	0	i	7	x	-10	-2	-1.6	3	0	0
CCCCc1ccc(NC(=O)Nc2cccnc2)cc1	6	-7.7	-4	-0.4	2	1	0.0	2	-12	-3
NC(=O)CN1C2CCC1CC(NC(=O)C1CC1)C2 (stereo unspecified)	-4	11	4	x	8	4	0.3	4	0	1
CCN(CC)CCCN1C=C2C(=O)C(C)(OC(=O)C3CCCC3)C(=O)C(c3ccccc3)=C2C=C1CCCC(=O)OC (stereo unspecified)	8	i	-7	-2.0	19	-14	-1.2	-4	-5	x
COc1cc2c(cc1OC)CN(C(=O)CNC(=O)c1ccc(OC(F)F)cc1)CC2	-7	-3.2	3	1.1	16	-3	-1.9	-6	x	3
Fc1ccc(OCc2nn3cnnc3s2)cc1	-5	-0.4	3	x	18	0	-0.1	2	-5	-1
CCn1c(SCc2nc3ccccc3s2)nc2cc(S(=O)(=O)N3CCOCC3)ccc21	0	-0.3	3	0.5	x	-3	-0.4	21	-8	x
COc1ccc(C(=O)NCC(c2ccco2)N2CCCC2)cc1S(=O)(=O)N1CCCCC1C (stereo unspecified)	-3	-0.3	1	1.7	x	2	-0.9	1	-7	x
Cc1ccc(NS(=O)(=O)c2ccc(N3C(=O)CCC3=O)cc2)cc1	-10	2.0	6	x	25	-18	1.4	-9	0	-2
COc1ccc(OC)c(NC(=O)CN2c3cccc4cccc(c34)S2(=O)=O)c1	-2	i	-6	-0.4	x	-3	0.1	34	1	x
CCN1CCN(c2ccc(NC(=O)c3cc(OC)c(OC)c(OC)c3)cc2)CC1	-10	i	10	2.0	-7	5	-1.5	-1	0	-2
O=C(NCc1ccco1)c1ccc(OCC2CCCO2)cc1 (stereo unspecified)	-18	-0.7	-2	x	3	-6	0.6	0	3	0
COc1ccc(-c2cc(C(=O)Nc3cccnc3Cl)no2)cc1	-10	-0.4	0	-0.2	31	3	0.4	1	-1	-5
CCOC(=O)c1ccc(NC(=O)CSc2nnc(CC)o2)cc1	-26	-0.8	-3	0.1	1	1	-0.2	5	-1	-3
Cc1cc(C)n(CC(O)COc2ccc(C(C)(C)C)cc2)n1 (stereo unspecified)	-12	i	4	1.9	12	-2	0.2	17	3	7
Cc1nn(-c2ccc(Cl)cc2)c2[nH]c(CCl)cc(=O)c12	2	0.2	7	-1.3	-12	-2	0.0	-12	6	10
Cc1ccc(S(=O)(=O)N2C(=O)CCC2C(=O)O/N=C(\N)c2ccc([N+](=O)[O-])cc2)cc1 (stereo unspecified)	i	-0.9	1	0.6	10	1	0.8	-10	-2	-14
COc1ccc(-c2ccc(CN3C(C(C)C)C(=O)N(Cc4cn(Cc5ccco5)nn4)CCS3(=O)=O)cc2)cc1OC (stereo unspecified)	x	0.5	3	0.2	x	0	x	20	x	x
O=C(Nc1ccc2oc(-c3cccnc3)nc2c1)c1cccnc1	-17	-26	5	x	26	1	-1.7	8	6	-1
Cc1ccc2nc(SCc3nnc(-c4ccccc4[N+](=O)[O-])o3)c(C#N)cc2c1	-14	-0.3	10	0.3	15	1	1.1	0	x	-4
CC(NC(=S)Nc1ccc(OC(F)F)c(Cl)c1)C(C)(C)C (stereo unspecified)	-17	-0.3	3	2.7	-4	6	0.4	0	-14	2
COC(=O)Nc1ccc2ccc3c(NC(=O)OC)ccc4ccc1c2c43	-10	-4.5	1	0.7	x	0	7.0	6	x	x
CSc1ccc(C2NC(=O)CCC2[N+](=O)[O-])cc1 (stereo unspecified)	-3	-10	-2	-0.3	19	-2	-1.2	0	x	0
CCCn1c(SCC(=O)c2ccc3c(c2)OCCO3)n[nH]c1=O	1	-0.5	4	0.4	5	-5	0.2	-1	-4	-2
C/C(=N\NC(=O)c1cccc(S(=O)(=O)N2CCOCC2)c1)c1ccco1	x	-0.4	-3	-1.1	30	-5	1.0	-4	0	7
Cc1ccccc1C(=O)Nc1ccc(Br)cn1	-6	-2.0	-4	x	-8	2	2.7	2	9	2
COc1ccc(CN(C)C(=O)c2cnc(OC)cc2C(F)(F)F)c(OC)c1	-6	i	2	0.0	27	4	0.5	2	4	-1
Cc1ccc2nc(SCC(=O)c3c(N)n(C4CC4)c(=O)[nH]c3=O)[nH]c2c1	-2	-0.7	-7	-5.1	x	1	x	-2	x	x
COc1ccc(NC(=O)CCCc2nnc3n(C)c(=O)c4sccc4n23)cc1	-9	-0.9	0	1.3	32	0	-0.1	-4	1	-10
O=C(Nc1ccc(F)c(Cl)c1)c1ccccc1	-13	i	2	2.1	x	-4	2.9	1	2	x
Cc1ccc(-n2c(=O)c3sccc3n(Cc3cc(=O)n4ccccc4n3)c2=O)cc1F	x	x	x	-0.5	3	x	x	x	-4	1

An excerpt. The share of hits here may be higher or lower than overall.
